RXFP1 ag: qHTS Assay for Agonists of the Relaxin Receptor RXFP1 | Relaxin receptor 1 (Homo sapiens), Q9HBX9 | AID 2676, 2010 | 370,000 tested, 0.3% active | HEK293T-RXFP1 cAMP TR-FRET, 30 min; response scale: percent of porcine relaxin response, buffer zero | Potency, µM (titrated, usually from 57.5 µM), without a hit: at the top dose activation, usual class: activators; note: % is set by controls: 0 for no effect and ±100 for the full control effect; nearly all actives have a fitted effect of over 60% in size; many of its hits are not listed in these tables
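Agonist response is measured as cAMP accumulation in an RXFP1-transfected HEK293T line under PDE4 inhibition. Values are scaled between buffer-only and 29 nM porcine relaxin, and EC50s come from standard Hill equation fits.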
TrxR1 inh: qHTS Assay for Inhibitors of Mammalian Selenoprotein Thioredoxin Reductase 1 (TrxR1): qHTS; recombinant rTrxR1, NADPH fluorescence consumption, selenite substrate; Potency, µM (top dose mostly 114 µM), for the others: at the highest dose activity change, negative = inhibition, hits mostly inhibitors; 390,000 tested, 1% active; Thioredoxin reductase 1, cytoplasmic (Rattus norvegicus), O89049; note: % is set by controls: 0 for no effect and ±100 for the full control effect; nearly all actives have a fitted effect of over 65% in size
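Rat TrxR1 (90 nM in the dispensed reagent) was pre-reduced with 400 uM NADPH for 5 min at room temperature, then incubated with compound for 15 min. After 400 uM selenite was added, NADPH fluorescence (Ex 340/Em 450 nm) was followed for 8 min.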
Vif-APOBEC3G blk: qHTS for Inhibitors of Vif-A3G Interactions: qHTS; Potency, µM (top dose mostly 46.1 µM), inactives show top-dose activity, negative = active, actives largely listed as inhibitors; 410,000 tested, 0.076% active; HeLa A3G-eYFP + Vif (tagged APOBEC3G with the HIV-1 protein that degrades it), YFP fluorescence, overnight; AID 602310, 2012;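 note: % is set by controls: 0 for no effect and ±100 for the full control effect; nearly all actives have a fitted effect of over 60% in size; hits raise eYFP signal because A3G escapes Vif-driven loss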
Target sequence (Q9HC16 whole entry, looked up): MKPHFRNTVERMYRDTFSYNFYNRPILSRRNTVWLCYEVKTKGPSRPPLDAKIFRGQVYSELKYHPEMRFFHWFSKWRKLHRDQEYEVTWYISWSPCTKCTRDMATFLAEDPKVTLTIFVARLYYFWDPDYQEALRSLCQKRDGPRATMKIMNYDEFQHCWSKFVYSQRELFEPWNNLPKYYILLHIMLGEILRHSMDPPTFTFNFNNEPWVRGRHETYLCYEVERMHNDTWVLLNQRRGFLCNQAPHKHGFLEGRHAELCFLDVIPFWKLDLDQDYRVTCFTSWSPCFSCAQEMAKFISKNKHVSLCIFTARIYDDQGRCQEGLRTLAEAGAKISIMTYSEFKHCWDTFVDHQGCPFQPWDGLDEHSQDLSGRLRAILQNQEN
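HeLa cells stably expressing Vif and C-terminally eYFP-tagged A3G, seeded overnight at 37 deg C, then exposed to compound by pintool overnight at 37 deg C. Rise in yellow fluorescence (Ex 488/Em 500-530, Acumen) marks blocked Vif-driven A3G degradation.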
ALOX12 inh: Primary qHTS assay for inhibitors of human arachidonate 12S-lipoxygenase (ALOX12): Round 2 | purified 12hLO, xylenol orange hydroperoxide absorbance | 580,000 tested, 1.1% active | Potency, µM (doses to about 108 µM), without a hit: at the highest dose activity change, negative = inhibition, actives largely listed as inhibitors | Polyunsaturated fatty acid lipoxygenase ALOX12 (Homo sapiens), P18054; note: % is set by controls: 0 for no effect and ±100 for the full control effect
Target sequence (P18054 whole entry, looked up): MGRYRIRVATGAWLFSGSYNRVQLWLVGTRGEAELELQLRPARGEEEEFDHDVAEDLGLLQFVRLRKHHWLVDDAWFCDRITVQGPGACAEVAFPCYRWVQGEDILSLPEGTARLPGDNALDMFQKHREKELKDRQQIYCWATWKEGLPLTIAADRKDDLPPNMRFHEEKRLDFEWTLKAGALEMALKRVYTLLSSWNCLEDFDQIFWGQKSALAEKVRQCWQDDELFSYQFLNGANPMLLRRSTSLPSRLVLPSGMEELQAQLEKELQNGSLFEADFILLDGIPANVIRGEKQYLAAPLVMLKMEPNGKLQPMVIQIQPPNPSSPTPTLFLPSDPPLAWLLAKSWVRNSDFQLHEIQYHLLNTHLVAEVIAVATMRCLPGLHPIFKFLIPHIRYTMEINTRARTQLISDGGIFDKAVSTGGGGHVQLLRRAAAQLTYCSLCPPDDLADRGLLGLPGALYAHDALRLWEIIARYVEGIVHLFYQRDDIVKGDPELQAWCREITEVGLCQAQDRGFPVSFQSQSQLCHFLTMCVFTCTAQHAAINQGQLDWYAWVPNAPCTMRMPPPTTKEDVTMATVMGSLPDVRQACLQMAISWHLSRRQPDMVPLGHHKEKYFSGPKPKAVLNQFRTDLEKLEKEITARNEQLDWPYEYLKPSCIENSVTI
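Purified human 12hLO at 150 nM in 25 mM Hepes, 0.01% Triton X-100, pH 7.0, preincubated 15 min at room temperature with compound. Reaction started with 40 uM arachidonic acid, 30 min at room temperature. Hydroperoxide measured by Fe-xylenol orange, 573/405 nm absorbance ratio.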
RGS4 inh: Inhibitors of Regulator of G Protein Signaling (RGS) 4: qHTS. Potency, µM (highest dose often 114 µM), without a hit: at the highest dose activity change, negative = inhibition, hits mostly inhibitors. Transcreener GDP fluorescence polarization, RGS4-accelerated GTP hydrolysis. 390,000 tested, 0.039% active. Regulator of G-protein signaling 4 (Homo sapiens), P49798. AID 504845, 2011; note: % is set by controls: 0 for no effect and ±100 for the full control effect; nearly all actives have a fitted effect of over 75% in size; some results filed as inactive show a strong effect at the top dose
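MLSMR compounds (23 nl, pin-transferred) preincubated 10 min at room temperature with a 500nM (2x) first reagent, then RGS4 at 900nM (2x) plus Transcreener GDP mix added; fluorescence polarization (620/688 nm) read before and after 90 min at 30 °C.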
TrxR1 substrate: qHTS Assay for Substrates of Mammalian Selenoprotein Thioredoxin Reductase 1 (TrxR1): qHTS. Thioredoxin reductase 1, cytoplasmic (Rattus norvegicus), O89049. purified TrxR1 substrate turnover, NADPH consumption readout. Potency, µM (highest dose often 114 µM), for the others: at the highest dose activity change, negative = substrate turnover. 390,000 tested, 0.01% active. AID 588456, 2011; note: % is set by controls: 0 for no effect and ±100 for the full control effect; nearly all actives have a fitted effect of over 50% in size
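Rat TrxR1, dispensed at 90 nM, was prereduced with 400 uM NADPH (final) for 5 min at ~22 deg C, then incubated with compound 15 min before 400 uM selenite. A first-read NADPH fluorescence drop versus no-compound background flagged substrates.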
mIDH1 inhibitor: qHTS for Inhibitors of mutant isocitrate dehydrogenase 1 (IDH1): qHTS; Isocitrate dehydrogenase [NADP] cytoplasmic (Homo sapiens), O75874; IDH1-R132H enzyme, NADPH consumption, diaphorase/resazurin fluorescence; Potency, µM (doses to about 76.6 µM), for inactives: at the top dose activity change, negative = inhibition, actives largely listed as inhibitors; 390,000 tested, 0.093% active; AID 602179, 2012; note: % is set by controls: 0 for no effect and ±100 for the full control effect; nearly all actives have a fitted effect of over 65% in size
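IDH1-R132H (0.5 ug/mL dispensed) in pH 7.5 Tris buffer was preincubated 30 min with compound, then given a substrate mix of 0.016 mM NADPH and 2 mM alpha-KG for 80 min at room temperature; remaining NADPH was read by diaphorase/resazurin fluorescence.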
Vif-A3F inh: qHTS for Inhibitors of Vif-A3F Interactions: qHTS | HeLa A3F-eYFP + Vif (tagged APOBEC3F with the HIV-1 protein that degrades it), YFP fluorescence increase | Potency, µM (doses to about 46.1 µM), for the others: at the highest dose activity, negative = active | 390,000 tested, 0.2% active; note: % of control where 0% means no effect; nearly all actives have a fitted effect of over 65% in size
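HeLa cells stably expressing Vif plus C-terminally eYFP-tagged A3F were seeded, incubated overnight at 37 deg C, dosed with compound, incubated overnight again at 37 deg C. Yellow fluorescence (Ex 488/Em 500-530) reported blocked Vif-mediated A3F-eYFP degradation.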
USP1-UAF1 inh: Inhibitors of USP1/UAF1: Primary Screen. Ubiquitin carboxyl-terminal hydrolase 1 (Homo sapiens), O94782. recombinant USP1/UAF1, Ub-Rhodamine cleavage fluorescence. Potency, µM (top dose mostly 57.1 µM), without a hit: at the highest dose activity change, negative = inhibition, actives largely listed as inhibitors. 390,000 tested, 0.23% active. AID 743255, 2014; note: % is set by controls: 0 for no effect and ±100 for the full control effect; nearly all actives have a fitted effect of over 60% in size; inactives centre near -12
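Step one: compound is pinned into 1nM USP1/UAF1 in HEPES pH 7.8 buffer with TCEP. Step two: 15 min room-temperature incubation. Step three: Ub-Rho (150nM final) starts cleavage, tracked by fluorescence over six one-minute reads.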
Numbers without * were called inactive; ? = inconclusive; · = no result given; & = joins results of further samples; [ ] = another dose, or the depositor's remark. Calls come from the whole dose curve; as a rule, active = well fitted curve in the direction sought with a large enough effect; inconclusive = small, poorly fitted or top-dose-only effect, or another doubt; inactive = no such curve, though single readings can be large; an effect the other way counts as inactive or inconclusive. Potency is the fitted concentration of half-maximal effect. Only part of the results is shown; count on the stated rates, not on these rows.

SMILES	TrxR1 inh	TrxR1 substrate	ALOX12 inh	RGS4 inh	Vif-APOBEC3G blk	RXFP1 ag	mIDH1 inhibitor	USP1-UAF1 inh	Vif-A3F inh
O=C(Nc1ccc(Br)cc1)c1cccn1-c1ncc(C(F)(F)F)cc1Cl	-8%	-12%	?	33%	0%	-0.1%	-2%	-22%	-23%
C[C@H](CO)N1C[C@H](C)[C@H](CN(C)C(=O)CCC(F)(F)F)OCc2cnnn2CCCC1=O	·	·	15%	·	-1%	·	0%	?	8%
Cc1cc(C(=O)NNc2ccccc2F)no1	-3%	-1%	-1%	2%	-7%	0.0%	-2%	-16%	16%
COC(=O)c1ccccc1NC(=O)C1(S(=O)(=O)c2ccc(Cl)cc2)CC1	27%	2%	-16%	31%	-1%	-2.4%	-4%	-10%	2%
COc1ccc(C(C)NC(=S)NCc2ccc(F)cc2)cc1 (stereo not given)	-5%	-11%	?	21%	0%	-1.3%	0%	-16%	?
C/C(=N/NS(=O)(=O)c1ccccc1)c1ccc(Cl)cc1	18%[57.1 µM]	7%[57.1 µM]	-11%	5%	0%	2.4%	-1%	-6%	6%
O=C(CN1C2=NCCCN2c2ccccc21)c1ccc([N+](=O)[O-])cc1	1%	-1%	-13%	-6%[11.4 µM]	-1%	5.5%	3%	-24%	0%
Cn1c(CCN2CCN(c3ccccn3)CC2)nc2cc(NC(=O)COc3ccc([N+](=O)[O-])cc3)ccc21	29%	1%	25%	-13%	0%	1.8%	0%	-19%	4%
CCC(NC(=O)c1cc(COc2ccc(OC)cc2Cl)on1)c1ccncc1 (stereo not given)	-8%	-12%	9%	3%	-2%	-1.5%	4%	-9%	4%
CCCc1ccc(OCCNC(C)=O)cc1	-19%	-5%	0%	19%	1%	-0.3%	2%	6%	-12%
COc1ccc(OC)c(C(c2nnnn2C2CCCC2)N2CCN(c3ccccc3F)CC2)c1 (stereo not given)	10%[57.1 µM]	5%[57.1 µM]	-29%	-13%	0%	-0.5%	2%	-7%	2%
COc1cc(OC)cc(C(=O)Nc2nnc(SCC(=O)NCC3CCCO3)s2)c1 (stereo not given)	-13%	-4%	-16%	-13%	2%	4.2%	-1%	-16%	9%

3 structures from above, ordered by molar mass, low to high:
SMILES	TrxR1 inh	TrxR1 substrate	ALOX12 inh	RGS4 inh	Vif-APOBEC3G blk	RXFP1 ag	mIDH1 inhibitor	USP1-UAF1 inh	Vif-A3F inh
CCCc1ccc(OCCNC(C)=O)cc1	-19%	-5%	0%	19%	1%	-0.3%	2%	6%	-12%
CCC(NC(=O)c1cc(COc2ccc(OC)cc2Cl)on1)c1ccncc1 (stereo not given)	-8%	-12%	9%	3%	-2%	-1.5%	4%	-9%	4%
COc1cc(OC)cc(C(=O)Nc2nnc(SCC(=O)NCC3CCCO3)s2)c1 (stereo not given)	-13%	-4%	-16%	-13%	2%	4.2%	-1%	-16%	9%

In the list so far, 4 contain sulfur:
SMILES	TrxR1 inh	TrxR1 substrate	ALOX12 inh	RGS4 inh	Vif-APOBEC3G blk	RXFP1 ag	mIDH1 inhibitor	USP1-UAF1 inh	Vif-A3F inh
COC(=O)c1ccccc1NC(=O)C1(S(=O)(=O)c2ccc(Cl)cc2)CC1	27%	2%	-16%	31%	-1%	-2.4%	-4%	-10%	2%
COc1ccc(C(C)NC(=S)NCc2ccc(F)cc2)cc1 (stereo not given)	-5%	-11%	?	21%	0%	-1.3%	0%	-16%	?
C/C(=N/NS(=O)(=O)c1ccccc1)c1ccc(Cl)cc1	18%[57.1 µM]	7%[57.1 µM]	-11%	5%	0%	2.4%	-1%	-6%	6%
COc1cc(OC)cc(C(=O)Nc2nnc(SCC(=O)NCC3CCCO3)s2)c1 (stereo not given)	-13%	-4%	-16%	-13%	2%	4.2%	-1%	-16%	9%

Following part:
SMILES	TrxR1 inh	TrxR1 substrate	ALOX12 inh	RGS4 inh	Vif-APOBEC3G blk	RXFP1 ag	mIDH1 inhibitor	USP1-UAF1 inh	Vif-A3F inh
C/C=C(\C)C(=O)Nc1cccc(C2=NOC3(C2)C[C@H](C(N)=O)N(C(=O)C(c2ccccc2)c2ccccc2)C3)c1 (stereo not given in full)	8%	3%	-4%	-10%	-5%	0.0%	-4%	?	-1%
COc1cc(/C=C/C(=O)O)cc(S(=O)(=O)Nc2ccc3nc(C)sc3c2)c1OC	9%	4%	-13%	-31%	9%	-0.5%	11%	-21%	-15%
CC(C)(C)N1C(=O)[C@H]2[C@@H](c3ccc(Br)cc3)N3C(=O)N(c4ccccc4)C(=O)[C@@]3(Cc3ccccc3)[C@H]2C1=O	18%	-7%	7%	-19%	-2%	-1.0%	12%	-11%	7%
CCn1nnnc1SCC(=O)Nc1nc2ccc(OC)cc2s1	2%	-1%	?	-17%	-5%	1.0%	-3%	-18%	-4%
COc1ccc(C=C(C(=O)O)c2ccc(OC)cc2)cc1	-6%	7%[57.1 µM]	?	-20%	3%	·	-7%	-17%	-6%
COc1cccc(/C=N/n2c(N)c(S(=O)(=O)c3cccs3)c3nc4ccccc4nc32)c1OC	63%[activator][57.1 µM]	43%[activator][57.1 µM]	-24%	17%	-12%	-0.7%	0%	6%	?
CC(=O)NC(Cc1ccc(F)c(F)c1)C(=O)NC1CCN(c2nnnn2-c2ccccc2)CC1 (stereo not given)	22%	-1%	-3%	-24%[56.9 µM]	4%	1.3%	1%	-20%	5%
CC(=O)c1ccc(N2CCN(C(=O)COc3ccc4c(c3)CCC4)CC2)cc1	0%	-1%	1%	-12%	2%	1.9%	-2%	-16%	-3%
COc1ccc(C(=O)CSc2nc3ccccc3n2CC(=O)NC(C)(C)C)cc1	-6%	-13%	-3%	1%	1%	1.3%	-1%	-8%	0%
Cc1nn(C)c(C)c1NC(=O)c1ccnn1C	5%[57.1 µM]	11%[57.1 µM]	0%	10%	-7%	1.2%	1%	1%	1%
Cc1cc2nn(-c3ccc(F)cc3)nc2cc1NC(=O)c1cccc2ccccc12	12%	5%	0%	5%	-3%	0.0%	-3%	-30%	-10%
Cc1ccc(C(=O)Oc2oc(-c3ccccc3)nc2C=Nc2ccc(N(C)C)cc2)cc1	?	-1%	-22%	-28%	1%	0.6%	9%	-1%	?

Going on with the list.
SMILES	TrxR1 inh	TrxR1 substrate	ALOX12 inh	RGS4 inh	Vif-APOBEC3G blk	RXFP1 ag	mIDH1 inhibitor	USP1-UAF1 inh	Vif-A3F inh
CCN1CCN(C(c2ccccc2)c2nnnn2Cc2ccc(OC)cc2)CC1 (stereo not given)	21%	0%	-21%	36%	4%	-0.7%	-4%	-10%	0%
COC(=O)c1ccc(CSc2nnnn2Cc2ccccc2)cc1	9%	11%[57.1 µM]	8%	18%	-8%	1.0%	2%	-10%	-15%
COc1ccc2[nH]cc(/C=N/NS(=O)(=O)c3ccc(C)cc3)c2c1	1%	-11%	?	2%	-17%	2.0%	3%	-7%	-15%
COc1ccc(OC)c(/C=N/NC(=O)c2ccc(=O)[nH]n2)c1	3%	-13%	3%	16%	-4%	0.9%	-11%	-16%	-2%
Cc1ccc(-n2c(=O)c3ccc(C(=O)NCc4ccco4)cc3n(Cc3ccccc3C#N)c2=O)cc1	-16%&7%	-5%&-4%	?	-3%&2%	-12%&0%	0.7%&-0.2%	2%&-1%	-11%&-1%	0%&-11%
CCCNc1c(NS(=O)(=O)c2ccc(C)cc2C)c(=O)oc2ccccc12	2%	-7%	-14%	-34%[56.9 µM]	5%	-0.7%	5%	-22%	2%
COc1ccccc1-c1nc2n(n1)C(c1cccs1)C(C(=O)Nc1cccnc1)=C(C)N2 (stereo not given)	5%	-8%	?	-10%	-7%	1.4%	0%	-2%	0%
O=[N+]([O-])c1ccc2[nH]c(O)c(N=NC(=S)Nc3cccnc3)c2c1	15%[57.1 µM]	7%[57.1 µM]	?	-13%[56.9 µM]	2%	0.9%	-14%	-15%	-2%
O=C(/C=C/c1ccccc1)OCc1cnc(Cl)s1	18%	-2%	13%	9%	1%	1.0%	-12%	-18%	-9%
C/C(=N\NC(=O)c1ccccc1[N+](=O)[O-])c1ccc(Br)s1	10%[57.1 µM]	-6%[57.1 µM]	-1%	-9%	0%	0.8%	3%	2%	-30%
Cc1cc(C)c(S(=O)(=O)N2CCOC2CNC(=O)C(=O)NCc2cccnc2)c(C)c1 (stereo not given)	12%[57.1 µM]	7%[57.1 µM]	4%	-14%	1%	2.3%	-5%	-25%	6%
O=C(Nc1nnc(-c2ccc(Cl)cc2)o1)C1CCCCC1	22%	-1%	12%	8%	-2%	12%	-6%	4%	4%
